Bioassay records deposited in PubChem BioAssay by National Center for Advancing Translational Sciences (NCATS).
aSyn tox rescue – rescues yeast growth from alpha-synuclein toxicity; S. cerevisiae alpha-synuclein toxicity rescue, BacTiter-Glo growth, 24 h; Potency, µM (series often up to 46.1 µM), without a hit: at the highest dose growth rescue (activation), hits mostly activators; 94,000 compounds, 0.02% hits; active = well fitted activation curve with a large enough effect; inconclusive = small, poorly fitted or top-dose-only effect; also: 0% is about no effect
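Growth restoration measured by BacTiter-Glo luminescence after 24 hr at 30 deg C; alpha-synuclein yeast, raffinose-pregrown to mid-log, were added at OD600=0.02 in galactose medium onto pinned compounds.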
Active calls of the source: *; ? = inconclusive; & = joins results of further samples. Potency is read from the fitted curve at half-maximal effect. These rows are one share of the data; the hit share may differ from the screen's.

Molecule	aSyn tox rescue
CCc1nn(CC(=O)NCc2ccc(OC)c(OC)c2)c(=O)c2cc3sc(C)cc3n12	5%
Cc1ccc(S(=O)(=O)c2nc(-c3ccc(Cl)cc3)oc2N2CCCCCC2)cc1	17%
COc1cc(C)c(S(=O)(=O)Nc2cccc(-c3ccc(N4CCCC4)nn3)c2)cc1C	1%
Cc1sc2ncn(CC(=O)NCCCN3CC(C)CC(C)C3)c(=O)c2c1S(=O)(=O)N1CC(C)CC(C)C1 (configuration not stated)	-2%
O=C(NCC1(c2ccccc2)CCOCC1)c1cccs1	-4%
CN1CCN(c2nc3c(S(=O)(=O)c4ccccc4)nnn3c3ccsc23)CC1	-12%
Cc1cc(C)c(NC(=O)COC(=O)C2CCC(=O)N2)c(C)c1 (configuration not stated)	11%
COc1ccccc1/C=C/C=N/NC(=O)c1cnccn1	5%
CC1(C(=O)Nc2ncc(Cc3ccc(Br)cc3)s2)Cc2ccccc2C(=O)O1 (configuration not stated)	3%
CC(=O)c1ccc(S(=O)(=O)N(CCCO)Cc2cc3cc4c(cc3[nH]c2=O)OCCO4)cc1	1%
COCCNC(=O)c1ccc(Cn2c(SCC(N)=O)nc3ccccc3c2=O)cc1	-10%
COc1ccc(-c2nc3n(n2)C(c2ccccc2OC)C(C(=O)Nc2cccnc2)=C(C)N3)cc1 (configuration not stated)	-6%
COc1cc(Cl)c(C)cc1NC(=O)c1ccccc1NC(=O)CN1CCN(C(C)=O)CC1	5%
CCOC(=O)c1cc(S(=O)(=O)Nc2ccc(OC(F)(F)F)cc2)[nH]n1	0%
CCN(CC)c1ccc(NC(=O)CCS(=O)(=O)c2cccc3nsnc23)c(C)c1	3%
CN(C1CCCCC1)S(=O)(=O)c1cccc(C(=O)Nc2ccccn2)c1	5%
CCc1nnc(SCC(=O)Nc2ccccc2Cl)nc1CC	10%&4%
CC1=C(C(=O)OC(C)C)C(c2cccc(F)c2)n2ncnc2N1 (configuration not stated)	-2%
O=C(OCC(=O)N1CCCCC1)c1cccc(NS(=O)(=O)c2ccccc2)c1	3%
COc1ccc(CNc2oc(/C=C/c3cccc(OC)c3)nc2C#N)cc1	4%
COc1ccccc1C(=O)NC(=O)COc1cc(Cl)ccc1Cl	-11%
Oc1ccc(Cl)cc1C1=Nc2ccccc2N=C(c2cccc(Br)c2)C1	-3%
Cc1ccc(OCCSc2nc3ccccc3n2CC(=O)N2CCOCC2)cc1C	6%
COc1ccc(S(=O)(=O)Nc2ccccc2C(N)=O)cc1OC	2%
Cc1cccc(-c2nc(SCCCOc3ccc(Cl)c(C)c3)n3[nH]c(=O)cc3n2)c1	-8%
CCC(=O)Nc1ccc(C(=O)N/N=C/c2c(C)[nH]c3ccccc23)cc1	-5%
CCc1ccc(OCCCC(=O)Nc2cccc(C(=O)O)c2)cc1	12%
CC(=O)Nc1nonc1-c1nnc(SCC(=O)Nc2cc(C)cc(C)c2)n1C	4%
COc1cc(SC)ccc1C(=O)NCC1CCCCC1	-20%
CC(C(=O)NCC1CCCCC1)N(C)Cc1ccc(Br)cc1 (configuration not stated)	-9%
CCN(CC)c1ccc(N=Cc2ccc(N(CC)CC)cc2O)cc1	4%
O=C(Nc1cc(C(F)(F)F)ccc1Cl)c1cc2nc(-c3ccc4c(c3)OCO4)cc(C(F)(F)F)n2n1	1%
c1ccc(Cc2noc(CN3CCN(C4CCc5ccccc5C4)CC3)n2)cc1 (configuration not stated)	-1%
O=S(=O)(Nc1ccc(C(F)(F)F)cc1)c1cccs1	0%
COc1cccc(N(Cc2nnc3n2CCCCC3)C(=O)Nc2cccc(Cl)c2)c1	0%
Cc1cccc2c1cnn2C(=O)Nc1ccccc1Br	8%
CC(C)COc1ccc(C(=O)Nc2ccc(S(=O)(=O)Nc3ncccn3)cc2)cc1	0%
COc1ccc(-c2cc(C(F)(F)F)n3nc(C(=O)NCC45CC6CC(CC(C6)C4)C5)cc3n2)cc1	-6%
Cc1csc2nc(CNC(=O)C3CCCCC3)cn12	11%
CCCN(C(=O)c1nn(-c2ccc(OC)c(Cl)c2)c(=O)c2c1c1ccccc1n2C)c1ccccc1F	-6%
O=C1C(=Cc2cccc(O)c2O)SC(=S)N1CCCN1CCOCC1	-16%
COc1ccc(-c2nc(CS(=O)CC(=O)NCCC3=CCCCC3)c(C)o2)cc1 (configuration not stated)	3%
CCN1CCN(CC(O)COc2ccc3c(C)cc(=O)oc3c2)CC1 (configuration not stated)	-13%
CCOc1ccccc1C(=O)N1CCN(c2ccc(C(F)(F)F)cn2)CC1	4%
COc1ccc(C(=O)N[C@H](C(=O)Nc2sccc2C(N)=O)C(C)C)cc1	-7%
C=CCc1ccccc1OCCn1c(C2CC(=O)N(Cc3ccc(F)cc3)C2)nc2ccccc21 (configuration not stated)	3%
CCn1nc(C)c(C2C(C#N)=C(N)OC3=C2C(=O)CCC3)c1C (configuration not stated)	4%
CC(C)(Oc1ccc(Cl)cc1)C(=O)NCC(c1ccco1)N1CCCCC1 (configuration not stated)	-1%
O=C(O/N=C1\CCS(=O)(=O)c2sccc21)c1c(F)cccc1F	-3%
CCOC(=O)C1CCN(C(=O)C2CCN(c3nnc(C)c4c(C)n(-c5ccccc5)nc34)CC2)CC1	8%
Cc1ccc(OCC(=O)NCC(=O)OCc2cc(=O)n3nc(CC(C)C)sc3n2)cc1	8%
Cn1c(=O)c2c(ncn2Cc2ccc(Cl)cc2)n(C)c1=O	-1%
COc1cc(C(=O)NCC(c2ccco2)S(=O)(=O)c2cccs2)cc(OC)c1OC (configuration not stated)	-3%
COc1ccc(NC(=O)CN2CCCN(S(=O)(=O)c3ccc(Br)cc3)CC2)c(OC)c1	1%
COCC(=O)Nc1cccc(-c2nc3cccnc3s2)c1	4%
CCC(=O)N1CCc2cc(Br)cc(S(=O)(=O)N3CCC(C(=O)NCCCOC(C)C)CC3)c21	-3%
CCOC(=O)c1[nH]c2ccccc2c1NC(=O)c1ccc(C)c(C)c1	-1%
O=C(Nn1c(-c2ccncc2)nc2ccccc2c1=O)c1ccc(Br)cc1	19%
COC(=O)c1cc(C(=O)OCC(=O)c2ccc3c(c2)NC(=O)CO3)cc([N+](=O)[O-])c1	0%
CCN(CC(=O)Nc1c(F)cccc1F)C(=O)CCOc1ccc(C)cc1	2%

Individual results from above.
COCC(=O)Nc1cccc(-c2nc3cccnc3s2)c1 | aSyn tox rescue: 4%
COc1ccc(NC(=O)CN2CCCN(S(=O)(=O)c3ccc(Br)cc3)CC2)c(OC)c1 | aSyn tox rescue: 1%
CCOC(=O)C1CCN(C(=O)C2CCN(c3nnc(C)c4c(C)n(-c5ccccc5)nc34)CC2)CC1 | aSyn tox rescue: 8%

Following part.
Molecule	aSyn tox rescue
Cc1cc(C)c(NC(=O)C2CCCN(C(=O)c3cnn(-c4ccccc4)c3-n3cccc3)C2)c(C)c1 (configuration not stated)	2%
Cc1ccc(CNC(=O)C2CCN(S(=O)(=O)c3cn(C)cn3)CC2)cc1	-10%
CCOc1ccc(S(=O)(=O)NCC(c2ccc(N(C)C)cc2)N2CCCC2)cc1 (configuration not stated)	-16%
Cc1ccc(OCC(=O)Nc2sc3c(c2C(N)=O)CCCC3)c(C(C)(C)C)c1	-3%
CC1=NN(c2ccccc2)C(=O)C1C=Nc1ccccc1O (configuration not stated)	7%
CC(C)Cc1nccs1	-3%
COc1ccc(C(CC(=O)Nc2cc(Cl)c(OC)cc2OC)N2Cc3ccccc3C2=O)cc1 (configuration not stated)	-4%
CCN(c1ccccc1)S(=O)(=O)c1cc2c(cc1C)NC(=O)CO2	-9%
CC(C)c1ccc(CNCCSc2nnnn2-c2ccccc2)cc1	0%
CC(C)OCCCNC(=O)C(NC(=O)c1ccc(Cl)cc1)C(C)C (configuration not stated)	-9%
CCc1ccc(NC(=O)c2ccc3c(c2)C(=O)N(CCOC)C3Nc2ccc(CC)cc2)cc1 (configuration not stated)	0%
CCOC(=O)c1c(C)[nH]c(C)c1S(=O)(=O)NCC(=O)N(C)c1ccc(C)c(C)c1	-3%
Cc1ccc(CN(C(=O)COc2cccc([N+](=O)[O-])c2)c2ccccn2)cc1	0%
Nc1ncnc2nc(-c3ccccc3)[nH]c12	-6%
CC(=O)Nc1ccccc1-c1nc2ccccc2n(CC(=O)c2ccc(C)c(C)c2)c1=O	-2%
N/C(=N\c1nc(CSc2nc3ccccc3s2)cc(=O)[nH]1)Nc1ccc(F)cc1	13%
O=C(c1ccc2c(c1)N(Cc1ccc(F)cc1)CCS2)N1CCN(c2ccccc2)CC1	18%
Cc1nc(SCCC(=O)O)c2cc(-c3ccccc3)sc2n1	9%
CC(Nn1cnnc1)c1cc(Cl)ccc1O (configuration not stated)	-10%
Cc1cc(C(=O)Nc2nc(-c3ccccn3)cs2)ccc1[N+](=O)[O-]	-21%
O=C(Nc1cccc(S(=O)(=O)N2CCOCC2)c1)C(c1ccccc1)N1CCCCC1 (configuration not stated)	0%
Cc1ccc(C(=O)N/C(=C\c2ccco2)C(=O)NCCN2CCOCC2)cc1	-3%
COCOCCn1cc(CN2CCS(=O)(=O)N(Cc3ccc(-c4ccc(F)nc4)cc3)C(CC(C)C)C2=O)nn1 (configuration not stated)	-11%
CCN1C(=O)C(CC(=O)NCCc2ccccc2)N(NC(=O)c2ccc(Br)cc2)C1=S (configuration not stated)	-9%
O=C(c1ccco1)N1CCN(c2c([N+](=O)[O-])nn(-c3ccc(Cl)cc3)[n+]2[O-])CC1	4%
Cc1ccc(NC(=O)Cn2c(=O)ccc3cc(S(=O)(=O)N4CCC(C)CC4)ccc32)c(C)c1	0%
COc1ccc(Cl)cc1NC(=O)c1cn(C2CCCCC2)c(=O)c2c1c1ccccc1n2C	8%
Cc1cccn2c(=O)cc(COc3ccc(NC(=O)c4cccc(F)c4)cc3)nc12	0%
CC(=O)N1CCc2cc(C(=O)CN3CCN(c4ccccc4F)CC3)ccc21	15%
O=C(OCc1ccc(Cl)cc1)c1cccnc1Cl	-4%
CCc1ccc2c(c1)NC(c1cccs1)=NC(c1ccc(F)cc1)=N2	-7%
COc1ccc(C(=O)Nc2nnc(C)s2)cc1	1%
COc1cccc(-n2ccnc2SCC(=O)Nc2cccc(C)c2C)c1	3%
O=C(Nc1ccc(Cl)cc1)N1CCc2ccccc2C1	-21%
Cc1ccc(NS(=O)(=O)c2c(C)nc3sc(C)c(C)n3c2=O)cc1F	?
O=C(CSc1n[nH]c(-c2ccc(F)cc2)n1)N1CCN(c2ccc(F)cc2)CC1	-7%
Cc1onc(-c2ccccc2Cl)c1C(=O)Oc1cccc2cccnc12	-12%
Cc1ccc(-c2noc(CNC(=O)COc3cc(C)c(Br)c(C)c3)n2)cc1	-2%
COc1ccc(C(CC(=O)O)N2C(=O)CCC2=O)cc1 (configuration not stated)	-2%
CCc1ccc(C2CC(=O)c3c([nH]c(C(=O)OCC4CCCCC4)c3C)C2)cc1 (configuration not stated)	-4%
CCc1cc2c(=O)[nH]c(N3CCCC3)nc2s1	1%
Cc1cc(C)c(S(=O)(=O)N2CCOCC2)cc1C	15%
Cc1cc(NC(=O)c2ccc(S(=O)(=O)N3CCOCC3)cc2)no1	-8%
O=C(c1ccc(F)cc1F)N1CCC(c2noc(-c3ccc(S(=O)(=O)N4CCCC4)cc3)n2)CC1	-5%
CCc1nn2c(=O)cc(COC(=O)C(CC)c3ccccc3)nc2s1 (configuration not stated)	3%
CCN(CC)Cc1c(C(=O)N/N=C/c2ccc(C)o2)nnn1-c1nonc1N	-8%
CC(=O)c1c(COC(=O)c2ccc(Cl)cc2)nc2ccccc2[n+]1[O-]	6%
CCOC(=O)CN1CC23C=CC(O2)C(C(=O)NC2CCCCCC2)C3C1=O (configuration not stated)	0%
CCOC(=O)c1cccc(NC(=O)c2ccc3c(Cl)c4c(nc3c2)CCC4)c1	6%
COc1ccc(NC(=O)CCc2c(C)nc3cc(-c4cccc(F)c4)nn3c2C)cc1Cl	3%
CCOC(=O)c1c(C)oc2ncnc(Nc3ccc(F)cc3Cl)c12	-7%

Compounds listed so far that contain a thiophene ring, fused or not:
Molecule	aSyn tox rescue
CCc1nn(CC(=O)NCc2ccc(OC)c(OC)c2)c(=O)c2cc3sc(C)cc3n12	5%
Cc1sc2ncn(CC(=O)NCCCN3CC(C)CC(C)C3)c(=O)c2c1S(=O)(=O)N1CC(C)CC(C)C1 (configuration not stated)	-2%
O=C(NCC1(c2ccccc2)CCOCC1)c1cccs1	-4%
CN1CCN(c2nc3c(S(=O)(=O)c4ccccc4)nnn3c3ccsc23)CC1	-12%
O=S(=O)(Nc1ccc(C(F)(F)F)cc1)c1cccs1	0%
COc1ccc(C(=O)N[C@H](C(=O)Nc2sccc2C(N)=O)C(C)C)cc1	-7%
O=C(O/N=C1\CCS(=O)(=O)c2sccc21)c1c(F)cccc1F	-3%
COc1cc(C(=O)NCC(c2ccco2)S(=O)(=O)c2cccs2)cc(OC)c1OC (configuration not stated)	-3%
Cc1ccc(OCC(=O)Nc2sc3c(c2C(N)=O)CCCC3)c(C(C)(C)C)c1	-3%
Cc1nc(SCCC(=O)O)c2cc(-c3ccccc3)sc2n1	9%
CCc1ccc2c(c1)NC(c1cccs1)=NC(c1ccc(F)cc1)=N2	-7%
CCc1cc2c(=O)[nH]c(N3CCCC3)nc2s1	1%
